H9c2 protect: modulators protecting cardiomyocytes from myocardial damage; 360,000 compounds, 0.63% hits; protection from H2O2 cell death, % at 20 µM; H9c2 cardiomyocytes, H2O2 injury protection, ATPLite, 2 h;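 active = compounds giving at least 50% protection of heart cells from peroxide-induced death in the single-dose screen, raw or plate-pattern-corrected value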;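 note: 0% = DMSO wells with peroxide and 100% = DMSO wells without peroxide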
Vif inh: blocks HIV Vif function. 340,000 compounds, 0.35% hits. inhibition, % at 7.49 µM. HEK293T cells, Vif self-association by quenched fluorescence, imaging, 24 h; in the data active = inhibition above about 50%, passing the limit was not always enough; inconclusive = no clear call, values can overlap the other calls; inactive = below about 31%; note: some results filed as inactive read as strong as hits
CaV13 ICDI inh: Primary screen for inhibitors of IQ motif and Ca2+-dependent inactivation inhibitor domain binding in CACNA1D, Förster resonance energy transfer in living cells, … | HEK cells, CFP/YFP FRET ICDI-IQ, plate reader, 10 min; percent FRET-ratio fall versus neutral wells | inhibition, % at 12.3 µM | 340,000 compounds, 0.098% hits;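 active = mean replicate inhibition of at least 30% and at least 1% of replicates passing that level; inconclusive = only one of the two criteria is met; inactive = neither criterion is met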;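 note: 0% = median of the neutral control wells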
MC4R antagonist: human MC4R antagonism in cAMP assay; inhibition, % at 6.5 µM; 360,000 compounds, 0.48% hits; AID 540295; MC4R-expressing cells, MTII-stimulated cAMP, LANCE TR-FRET;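 active = inhibition above its plate's cutoff, the mean of tested wells on that plate plus 3 SD, cut at about 29% in these data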;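 note: 0% = Melanotan II alone and 100% = Melanotan II plus saturating MCL0020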
Target sequence (P32245 whole entry, looked up): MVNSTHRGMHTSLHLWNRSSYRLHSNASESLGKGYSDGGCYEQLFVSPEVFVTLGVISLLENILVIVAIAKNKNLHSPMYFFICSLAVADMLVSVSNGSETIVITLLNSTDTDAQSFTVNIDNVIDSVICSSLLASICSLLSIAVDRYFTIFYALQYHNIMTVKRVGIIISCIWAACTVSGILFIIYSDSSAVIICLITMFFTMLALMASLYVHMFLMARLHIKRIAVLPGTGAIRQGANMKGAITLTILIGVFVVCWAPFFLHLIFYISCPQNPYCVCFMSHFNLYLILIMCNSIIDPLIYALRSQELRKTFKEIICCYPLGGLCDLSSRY
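Test system: U2OS cells stably expressing human melanocortin 4 receptor (MC4R); also added: Melanotan II challenge; compound: 6.5 µM single dose; timing: 30-min compound preincubation, 1-h Melanotan II challenge, 1-h detection, room temperature; signal: Eu-cAMP/anti-cAMP TR-FRET, emission 671 nm; repeats: one well per compound, no replicates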
Glyco luc inh: N-linked glycosylation inhibition. reporter increase, % at 12.5 µM. 360,000 compounds, 0.23% hits. D54 ERlucT glycosylation luciferase reporter, 24 h; percent of 100 nM tunicamycin response. AID 588692;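 active = mean luciferase reporter signal, scaled so untreated is 0 and the glycosylation-blocking control 100, at or above a set limit in every replicate; inconclusive = mean reaches the limit but not every replicate does; inactive = mean below the limit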;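 note: luciferase carries N-glycosylation sites so blocking glycosylation raises the light; 0% = median of neutral control wells and 100% = median of 100 nM tunicamycin wells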
MC4R barr agon: activates human MC4R beta-arrestin recruitment. activation, % at 8.9 µM. 360,000 compounds, 0.98% hits. AID 540308. U2OS MC4R beta-arrestin complementation, luminescence; percent of melanotan II response, DMSO zero. P32245;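 active = activation above a per-plate cutoff, the mean activation of sample wells on that plate plus 3 SD, cut at about 8% in these data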
HTR2A ag: activates the mouse 5-HT2A serotonin receptor | 360,000 compounds, 0.66% hits | CHO-K1 mHTR2A beta-arrestin complementation, luminescence; percent of 30 µM serotonin response | activation, % at 7.6 µM | P35363;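 active = activation above a run cutoff, the mean activation of all tested compounds plus 3 SD, cut at about 14% in these data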;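 note: 0% = plate median of compound wells and 100% = 30 µM serotonin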
Target sequence (P35363 whole entry, looked up): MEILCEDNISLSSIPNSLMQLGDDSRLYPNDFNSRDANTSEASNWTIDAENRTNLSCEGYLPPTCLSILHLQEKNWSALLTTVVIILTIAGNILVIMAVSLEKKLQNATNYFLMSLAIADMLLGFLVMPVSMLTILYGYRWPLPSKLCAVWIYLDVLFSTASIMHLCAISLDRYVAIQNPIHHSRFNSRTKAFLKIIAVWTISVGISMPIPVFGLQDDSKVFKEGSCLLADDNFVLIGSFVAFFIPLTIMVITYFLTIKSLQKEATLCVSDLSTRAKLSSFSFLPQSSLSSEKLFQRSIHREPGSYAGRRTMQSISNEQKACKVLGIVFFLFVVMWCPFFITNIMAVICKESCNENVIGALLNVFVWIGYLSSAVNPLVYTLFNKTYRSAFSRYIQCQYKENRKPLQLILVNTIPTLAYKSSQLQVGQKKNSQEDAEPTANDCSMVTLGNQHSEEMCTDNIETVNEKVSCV
PDI turbidity: inhibitors of human protein disulfide isomerase | inhibition, % at 10 µM | P07237 | PDI insulin aggregation turbidity, A650, 90 min | 350,000 compounds, 0.052% hits | AID 588391;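 active = mean inhibition across replicates of 30% or more, whatever share of single replicates reach that level; inconclusive = mean inhibition below 30% while every single replicate reaches 30%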;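 note: absorbance from insulin aggregation driven by PDI reduction with DTT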
ABCB6 inh MLPCN: blocks the human ABCB6 transporter; K562-ABCB6 porphyrin accumulation, flow cytometry, 1 h; active compounds read low; fluorescence ratio to DMSO, % at 10 µM; 360,000 compounds, 0.19% hits; AID 602162;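 active = fluorescence ratio to DMSO below 75%, the collection mean minus 3 SD; inconclusive = too few cells collected in the well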;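 note: signal is porphyrin accumulated inside mitochondria; 100% equals median channel fluorescence of DMSO control wells; lower ratio means ABCB6 inhibition with less porphyrin fluorescence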
aDG glyco up: alpha-DG glycosylation activation. Pro5-aDG cells, alpha-DG glycosylation AlphaScreen (IIH6); 0% Pro5, 100% B10-LARGE cell signal. activation, % at 10 µM. 360,000 compounds, 0.22% hits. AID 624168;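 active = activation of at least 8% versus controls, or a plate z-score of at least 8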;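 note: Pro5 are CHO cells carrying HIG-tagged alpha-DG that lacks glycosylation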
* hit, by the source's call; ? = inconclusive; / = no result given.

SMILES | H9c2 protect | Vif inh | CaV13 ICDI inh | MC4R antagonist | Glyco luc inh | MC4R barr agon | HTR2A ag | PDI turbidity | ABCB6 inh MLPCN | aDG glyco up
CC(=O)Nc1ccc(-c2csc(-c3cccnc3)n2)cc1 | 2 | ? | -7 | -2 | -2 | -0.8 | -1 | -2 | 97 | -0.1
CC12CCC(C(=O)NCc3ccccc3Cl)(OC1=O)C2(C)C (configuration not stated) | 2 | -6 | -7 | 3 | -1 | -0.8 | 2 | -3 | 99 | 0.0
O=C(CSc1oc(-c2cccs2)nc1S(=O)(=O)c1ccc(F)cc1)NCC1CCCO1 (configuration not stated) | -5 | / | -5 | 14 | -2 | 0.5 | -4 | / | 102 | 0.1
C=CCCC(=O)Nc1ccc(COC(=O)N2CCOCC2)cc1 | 1 | 11 | -5 | 8 | 1 | -0.8 | 0 | -6 | 97 | 0.0
Cc1ccccc1OCC(=O)Nc1nnc(C2CCCCC2)s1 | 0 | -19 | -4 | -3 | 0 | 7.3 | 5 | 0 | 103 | 0.0
O=C(COc1ccc(-n2cnnn2)cc1)Nc1ccc(F)c(F)c1 | 0 | 9 | -6 | 10 | 0 | -1.5 | -1 | 1 | 98 | -0.1
COC(=O)COc1cc(Br)c(/C=C2/SC(=O)N(CC(=O)N3CCCC3)C2=O)cc1OC | 9 | 1 | -3 | 16 | 0 | -0.5 | -2 | 8 | 93 | -0.3
CCN(Cc1ccccc1)N=Nc1ccccc1 | -9 | / | -10 | 7 | 1 | 2.7 | 4 | 3 | 100 | -0.2
O=C(NCc1ccco1)c1cccnc1Cl | 3 | -14 | -5 | -6 | 3 | -1.1 | 2 | -1 | 103 | -0.1
CCCCn1nnnc1C(c1ccccc1)N1CCN(C(=O)C2CCCO2)CC1 (configuration not stated) | / | / | -6 | / | / | / | 1 | / | 101 | 0.0
COc1ccc(-n2c(=O)c3ccccc3n(Cc3ccccc3F)c2=O)cc1OC | 0 | -19 | -5 | 1 | -2 | 1.5 | -2 | -5 | 105 | 1.8*
O=C(NN=C1CCCCCC1)c1ccncc1 | 1 | -8 | -7 | -2 | 2 | -3.5 | 1 | 4 | 97 | 0.2
O=C1NCCCN1Cc1ccc(F)cc1 | 5 | 10 | -9 | 1 | 1 | -1.4 | -1 | -6 | 97 | 0.9
CCCCc1nc(NCCN2CCOCC2)c(C#N)c2c1COC(C)(C)C2 | -5 | 4 | -4 | -7 | 1 | 1.0 | -3 | 7 | 91 | -0.3
CC(Sc1nnc(-c2ccc(OC(F)F)cc2)n1N)C(=O)NCC1CCCO1 (configuration not stated) | -4 | 3 | -4 | 8 | 3 | 1.8 | -10 | -4 | 101 | -0.1
COc1cc(NC(=S)N2CCN(C(=O)C3CCCO3)CC2)c(OC)cc1Cl (configuration not stated) | 2 | 5 | -1 | 9 | 4 | 0.9 | 0 | 6 | 92 | 0.5
Cc1ccc(CN2C(=O)N/C(=C\c3ccc(N4CCOCC4)cc3)C2=O)cc1 | -3 | -1 | -11 | -2 | -2 | 8.6* | -2 | 2 | 92 | -0.2
CCN(CC)CCCNC(=O)Cn1nc([N+](=O)[O-])c(Cl)c1C | -5 | -2 | -3 | 14 | 1 | -2.1 | 2 | 3 | 99 | -0.3
O=C(O)COc1ccc(NC(=O)c2ccco2)cc1 | -5 | 7 | / | 12 | -2 | 2.1 | -4 | 2 | 103 | 0.7
COc1ccc(NC(=O)c2oc3ccc(S(=O)(=O)N4CCOCC4)cc3c2C)cc1 | 53* | -13 | -2 | 14 | -3 | 1.0 | -3 | -5 | 88 | -0.6
COc1ccc2[nH]c3c4c(ccc3c2c1)C(=O)C=CC4=O | -18 | 52* | -16 | 24 | 16 | -3.7 | -2 | -1 | 105 | -0.3
C=CCNc1ncnc2c1ncn2[C@H]1CN(Cc2ccc(F)cc2)C[C@@H](CO)O1 | 5 | / | 20 | -1 | 2 | -0.2 | 7 | 1 | 99 | -0.3
CCOC(=O)C1C(c2ccccc2Cl)NC(=O)N(C)C1(O)C(F)(F)F (configuration not stated) | 13 | 10 | -7 | 3 | 0 | 0.6 | 6 | -8 | 102 | -0.2
O=C(COc1ccc(F)cc1)NNC(=O)Cn1ccc(C(F)(F)F)n1 | 3 | 1 | -6 | 6 | 4 | -1.4 | 9 | 5 | 102 | -0.3
CCN(CC)C1CCCCC1NS(=O)(=O)c1ccc(Cl)cc1 (configuration not stated) | -2 | 11 | -6 | 3 | -1 | -1.7 | -7 | -13 | 100 | -0.4
O=C(CN1C(=O)NC2(CCc3ccccc32)C1=O)NCc1ccccc1Cl (configuration not stated) | -2 | -3 | -3 | 7 | -1 | -1.5 | 0 | 8 | 103 | 0.1
COc1ccccc1OCc1ccc(C(=O)c2ccccc2)cc1 | 2 | -11 | -20 | 8 | -2 | -0.1 | -7 | -3 | 97 | -0.1
Nc1c(C(=O)CSc2n[nH]c(-c3ccccc3)n2)c(=O)[nH]c(=O)n1C1CC1 | 2 | -3 | -4 | -2 | 1 | 0.6 | 1 | 0 | 105 | 2.0
OCCN(Cc1ccccc1)CC1CCCCC1 | 0 | 1 | -8 | -3 | -1 | 0.2 | 6 | 1 | 103 | -0.1
Cc1cccc(C)c1NC(=O)C(c1ccccc1OC(F)(F)F)N1CCN(c2ccc(F)cc2)CC1 (configuration not stated) | -2 | 0 | / | / | -6 | / | -8 | / | 97 | 0.1
CC(=O)c1c(-c2ccccc2)c2cc([N+](=O)[O-])ccc2[nH]c1=O | 34 | / | -4 | 19 | 0 | -0.6 | 6 | -6 | 129 | 0.0
COc1c(F)c(F)c(C(=O)O)c(Nc2ccc(C)cc2)c1F | 1 | 9 | -5 | 6 | 6 | -3.8 | 10 | -3 | 108 | -0.1
CC(OC(=O)c1ccccn1)C(=O)Nc1nc(-c2ccc(F)c(F)c2)cs1 (configuration not stated) | 3 | -2 | -7 | 3 | 6 | -0.3 | -4 | 2 | 98 | 0.3
CC(=O)c1ccc(NC(=O)C(C)OC(=O)CCCN=C2NS(=O)(=O)c3ccccc32)cc1 (configuration not stated) | -1 | -13 | 4 | 2 | 2 | -1.8 | 0 | 15 | 96 | 0.0
O=C(N/N=C/c1ccc2c(c1)OCO2)C1CC1 | 1 | 4 | -6 | -1 | -2 | -2.4 | 4 | -1 | 99 | 0.1
COc1cccc(/C=C(/C(=O)OCC(=O)NC2CCCC(C)C2C)c2ccccc2)c1 (configuration not stated) | -18 | -6 | -20 | 11 | -2 | 2.7 | -5 | -1 | 96 | 0.0
Cc1cccc2cc(COC(=O)C(C)C)c(=O)[nH]c12 | 7 | -3 | / | 2 | 0 | -0.8 | -1 | -18 | 104 | -0.4
CC(=O)Nc1ccc(CCc2nc3ccccc3[nH]2)cc1 | 1 | 10 | -21 | -3 | 2 | 0.8 | 0 | -8 | 115 | 0.2
COC(C/C=C/C(=O)COCc1ccccc1)OC | -3 | / | -10 | 9 | 19 | -2.4 | 2 | 3 | 102 | 0.9
COc1cc(OC)cc(C(=O)Nc2ccccc2C(=O)NC2CC2)c1 | 20 | -6 | -2 | 1 | 6 | -2.0 | -3 | -2 | 96 | -0.3
Clc1ccc2[nH]cc(-c3nnnn3-c3ccccc3)c2c1 | -6 | -15 | -6 | -4 | 4 | -0.9 | -3 | 0 | 85 | 0.3
O=c1[nH]c2c(s1)C(c1cccnc1)C1C3CCC(C3)C1S2 (configuration not stated) | -9 | 1 | / | 0 | 2 | -0.7 | 2 | -6 | 96 | 0.1
CC1(C)CC(NC2C3CC4CC(C3)CC2C4)CC(C)(C)N1 (configuration not stated) | 4 | -3 | 6 | 1 | -3 | 0.2 | -3 | -5 | 96 | 0.5
COc1ccc(Cl)cc1NC(=S)N1CCN(S(C)(=O)=O)CC1 | -8 | 1 | -6 | 7 | 1 | -0.3 | -3 | 2 | 99 | 0.3
O=C(c1cccnc1)N1CCN(S(=O)(=O)c2ccc(Cl)cc2)CC1 | 2 | 20 | -4 | 2 | 1 | -1.4 | 15* | 3 | 98 | 0.0
COc1cccc(NC(=O)COC(=O)c2c(F)cccc2Cl)c1 | -1 | 0 | 16 | 0 | 1 | -1.0 | 5 | 11 | 95 | 0.0
O=C(c1ccco1)N1CCN(C2CN(Cc3ccc(F)cc3)S(=O)(=O)C2)CC1 (configuration not stated) | 5 | / | -11 | / | 0 | / | 5 | / | 95 | 0.1
CCOC(=O)c1cnc2cc(-c3ccc(C)cc3)nn2c1-c1ccccc1 | 8 | 0 | / | 17 | -10 | 0.5 | 0 | -8 | 99 | 0.0
O=C1CC[C@@H](C(=O)N2CSC[C@H]2C(=O)O)N1 | 4 | 17 | -5 | 7 | -1 | -0.2 | 46* | 5 | 96 | -0.2
Cc1ccc(-n2cccn2)c(CN2CCC(CO)(CCc3ccccc3)CC2)c1 | 1 | 3 | -3 | 9 | -2 | -0.4 | -8 | -2 | 97 | 0.1
Cc1ccc(CNS(=O)(=O)NCc2ccc(Cl)cc2)cc1 | 0 | 0 | -5 | 5 | 2 | -0.9 | 0 | 7 | 104 | 0.0
Cc1ccc(C(=O)OCC(=O)Nc2ccccc2)cc1S(=O)(=O)N1CCCCC1 | -6 | -3 | -2 | -2 | -2 | -0.9 | -1 | -9 | 99 | 0.2
Cc1nc2sc3c(c2c(=O)n1/N=C/c1cccnc1)CCCC3 | 10 | 12 | 1 | -4 | 1 | -1.4 | -2 | -1 | 96 | 0.6
COc1ccc(C(N)=O)cc1N | 7 | 3 | -5 | -2 | 0 | -1.5 | 3 | 4 | 103 | -0.3
Cc1nc(/C=C/c2ccccc2)cc(/C=C/c2ccccc2)n1 | -1 | -6 | -5 | -2 | -2 | 1.0 | -1 | 14 | 93 | -0.5
O=C(c1ccc(S(=O)(=O)Nc2ccccc2)cc1)N1CCCC1 | -4 | -6 | -6 | 6 | -2 | -2.5 | 0 | 3 | 99 | -0.1
O=S1(=O)CC/C(=N\Nc2ccc(F)cc2)c2ccsc21 | 2 | 5 | -1 | 0 | 4 | 0.1 | 2 | 1 | 95 | -0.4
CCOC(=O)N1CCC(N(CCN(C)C)C(=S)Nc2cccc(SC)c2)CC1 | 1 | -5 | -2 | 13 | 0 | -1.7 | 2 | 1 | 95 | 0.2
O=C(COc1ccccc1[N+](=O)[O-])N(Cc1cccc(Br)c1)C1CCS(=O)(=O)C1 (configuration not stated) | 2 | 8 | -7 | 13 | -1 | -2.7 | 5 | 3 | 100 | 0.3
COc1cccc(OCCNC(=O)c2cc(OC)c(OC)c(OC)c2)c1 | -3 | / | -4 | 1 | 2 | 0.9 | -2 | -3 | 91 | -0.1

Assay outcomes as filed in PubChem.

No enrichment for hits; overall some 3.6% were active at least once.
